Assay outcomes from PubChem BioAssay.
NadD inh: inhibitors of S. aureus NadD, primary screen, biochemical, colorimetric, uHTS; Nicotinate-nucleotide adenylyltransferase NadD (Staphylococcus aureus N315); purified NadD enzyme, colorimetric absorbance read-out; inhibition, % at 20 µM; 0.78% of 360,000 active; in the data active means inhibition above about 26%; further: some compounds past the cut are filed as inactive
CendR NRP1 mod: modulators of CendR peptide binding to NRP-1, primary screen, biochemical, fluorescence polarization, uHTS. FAM-RPARPAR peptide binding to NRP-1. inhibition, % at 25 µM. 0.85% of 360,000 active. AID 602438, 2012;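 active means inhibition or corrected inhibition above about 18%, plus a signal ratio from 0.5 to 1.5, limit read from the data, passing the limit was not always enough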; further: strong numbers were not always called active
SUMO1-SIM PPI: modulators of SUMO1 protein-protein interactions, primary screen, biochemical, uHTS. SUMO1 binding to a labelled peptide, TR-FRET, 1 h. Small ubiquitin-related modifier 1 (Homo sapiens), P63165. inhibition, % at 20 µM. 0.33% of 360,000 active; in the data active means inhibition above about 37%
MT1-MMP act inh: blockers of MT1-MMP proenzyme processing, primary screen, HT1080 RFP-PRO-GFP cells, GFP/RFP fluorescence; 0.061% of 360,000 active; GFP/RFP ratio change, % at 20 µM; Matrix metalloproteinase-14 (Homo sapiens), P50281; GFP/RFP ratio fluorescence, overnight; percent of plate control window, DMSO zero;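 active means GFP/RFP ratio change of at least 30% with cell ATP level not reduced by more than half and red fluorescence within 50% of control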; further: strong numbers were not always called active
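Test system: HT1080 RFP-PRO-GFP cells; Benchmarks: DMSO and RFP-L50D-GFP cell wells; Timing: cells overnight before dosing, compound overnight, 37 °C, 5% CO2; Compound: one 20 µM compound dose with 1% DMSO; Read-out: GFP/RFP fluorescence ratio.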
Rpn11 block: Rpn11 (PSMD14) deubiquitinase inhibitors, primary screen, biochemical, fluorescence polarization, uHTS. 26S proteasome non-ATPase regulatory subunit 14 (Homo sapiens), O00487. AID 588493, 2011. 0.59% of 360,000 active. human 26S proteasome, Ub4-pepOG fluorescence polarization; 20S core pre-blocked with epoxomicin. calls only at 20 µM;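 active means inhibition at 20 µM, scaled to each plate's controls, above about 33%, limit read from the data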
DNMT1 inh: human DNMT1 methyltransferase inhibitors, primary screen, biochemical, molecular beacon, fluorescence, HinP1I cleavage, uHTS. DNA (cytosine-5)-methyltransferase 1 (Homo sapiens), P26358. inhibition (reported as % activation of signal), % at 10 µM. 0.83% of 360,000 active. AID 588458, 2011; in the data active means inhibition above about 50%
SKN-1 block: suppressors of acrylamide-induced Pgst-4::GFP reporter in worms, primary screen, SKN-1 inhibitor project, whole organism, uHTS, GFP/RFP fluorescence ratio, strain VP596; inhibition, % at 21.8 µM; C. elegans VP596 Pgst-4::GFP/RFP ratio, 24 h; AID 624304, 2012; 0.49% of 360,000 active;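 active means interference check ratio from 0.5 to 1.5 plus GFP to RFP signal ratio inhibition reaching or exceeding a fixed threshold, cut at about 30% in these data, passing the limit was not always enough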; further: some compounds called inactive have numbers as strong as hits
Scp1 inh: Scp-1 phosphatase inhibitors, primary screen, biochemical, colorimetric, uHTS; Recombinant Scp1, phosphopeptide, malachite green phosphate absorbance; inhibition, % at 20 µM; 0.88% of 340,000 active; AID 493091, 2011;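 active means inhibition above about 50% at 20 µM, limit read from the data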;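 further: plate controls were DMSO wells with enzyme for no effect and wells lacking enzyme for full effect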
Target sequence (Q9GZU7 76-261 limits assumed): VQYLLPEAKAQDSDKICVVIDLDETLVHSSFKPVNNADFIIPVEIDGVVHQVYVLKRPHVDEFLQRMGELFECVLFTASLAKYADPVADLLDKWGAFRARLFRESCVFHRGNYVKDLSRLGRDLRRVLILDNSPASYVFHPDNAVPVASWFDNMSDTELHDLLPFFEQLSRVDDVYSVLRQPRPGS
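Test system: SCP-1 catalytic domain; Buffer or medium: Acidic Tris acetate buffer with magnesium and detergent; Also added: Phosphorylated 17-residue peptide substrate; Compound: single 20 µM dose, 1% DMSO; Schedule: enzyme reaction 45 min at room temperature, colour 5 min, stabilisation 30 min; Signal: Phosphate-binding colour reagent, absorbance read at 630 nm.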
LMPTP block: LMPTP phosphatase inhibitors, primary screen, biochemical, fluorescence intensity, uHTS. Low molecular weight phosphotyrosine protein phosphatase (Homo sapiens), P24666. recombinant LMPTP-A, OMFP fluorogenic substrate. inhibition, % at 20 µM. 0.22% of 360,000 active. AID 651560, 2012;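 active means compounds that cut the enzyme signal by at least half of the control window in the single-dose screen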;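 further: plate controls were DMSO wells with enzyme plus substrate for no effect and substrate without enzyme for full effect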
Target sequence (P24666 whole entry, looked up): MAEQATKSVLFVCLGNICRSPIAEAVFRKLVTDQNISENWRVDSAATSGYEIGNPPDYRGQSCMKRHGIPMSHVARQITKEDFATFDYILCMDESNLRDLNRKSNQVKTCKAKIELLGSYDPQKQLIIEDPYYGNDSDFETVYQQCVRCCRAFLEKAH
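Test system – LMPTP-A phosphatase enzyme · Quantity – 0.625 nM LMPTP-A final · Reagent – OMFP substrate, 400 µM final · Dosing – one test concentration per compound, 20 µM, with 3% DMSO overall · Timing – 50 min enzyme reaction at room temperature, protected from light · Detection – fluorescence intensity · Controls – substrate-only low control, DMSO enzyme-plus-substrate high control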
STEP inh: STEP phosphatase inhibitors, primary screen, biochemical, fluorescence intensity, uHTS | Tyrosine-protein phosphatase non-receptor type 5 (Homo sapiens), P54829 | recombinant STEP, OMFP fluorogenic substrate | inhibition, % at 20 µM | 0.25% of 360,000 active | AID 588621, 2011;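 active means inhibition at 20 µM, scaled per plate between control wells, above about 37%, limit read from the data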;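 further: 0% = DMSO with enzyme and substrate and 100% = substrate only without enzyme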
Target sequence (P54829 whole entry, looked up): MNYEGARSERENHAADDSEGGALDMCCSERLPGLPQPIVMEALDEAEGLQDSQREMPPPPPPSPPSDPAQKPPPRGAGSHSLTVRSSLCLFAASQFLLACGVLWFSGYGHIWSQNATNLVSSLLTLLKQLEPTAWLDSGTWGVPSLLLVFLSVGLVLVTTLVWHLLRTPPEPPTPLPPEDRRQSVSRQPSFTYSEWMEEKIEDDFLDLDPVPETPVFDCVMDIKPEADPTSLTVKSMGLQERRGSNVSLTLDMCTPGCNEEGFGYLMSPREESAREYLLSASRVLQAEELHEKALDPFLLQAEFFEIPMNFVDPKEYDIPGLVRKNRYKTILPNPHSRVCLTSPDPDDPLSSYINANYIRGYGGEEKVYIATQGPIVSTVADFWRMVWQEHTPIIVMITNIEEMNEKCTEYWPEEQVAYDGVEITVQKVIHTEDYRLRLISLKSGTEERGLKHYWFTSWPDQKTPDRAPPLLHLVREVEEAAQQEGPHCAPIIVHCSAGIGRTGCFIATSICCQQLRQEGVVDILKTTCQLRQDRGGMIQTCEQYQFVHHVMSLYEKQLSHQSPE
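System: isolated STEP enzyme; schedule: 20 min enzyme reaction at room temperature, protected from light; medium: Bis-Tris buffer pH 6.0, 2.5 mM DTT, 0.005% Tween 20; signal: fluorescence, 480/540 nm; dosing: single compound dose of 20 µM, 1% DMSO final; also added: OMFP substrate, 25 µM final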
Starred values were filed as active, the others as inactive; i = inactive; / = not tested or not shown.

STEP inh,MT1-MMP act inh,SKN-1 block,DNMT1 inh,LMPTP block,CendR NRP1 mod,SUMO1-SIM PPI,Rpn11 block,NadD inh,Scp1 inh,Compound
-4,-8,-5,-4,-1.0,-2,8,i,1,-5,COc1ccccc1-c1cc(C(F)(F)F)nc(S(C)(=O)=O)n1
1,-3,4,1,-0.8,-2,-3,i,1,11,CCCCSc1nc(N)nc2c1ncn2C1OC(CO)C(O)C1O (stereo not drawn)
0,-3,4,-4,-0.7,8,0,i,2,68*,Cc1cc(C)c(S(C)(=O)=O)c(N(C)NC(=O)c2c(F)cccc2F)n1
-4,2,1,-6,-1.4,-4,-22,i,2,-1,CC1(C)CC2CC(C)(CN2C(=O)c2ccc([N+](=O)[O-])cc2[N+](=O)[O-])C1 (stereo not drawn)
-2,1,-14,0,0.3,8,-24,i,3,-3,O=C(COC(=O)CNC(=O)c1ccc(Cl)c([N+](=O)[O-])c1)NNC(=O)c1cccs1
1,-3,15,1,-1.7,6,0,i,0,-7,O=C(CNC(=O)c1ccco1)Nc1ccc(Br)cc1
1,0,-4,-4,-2.1,6,-3,i,-2,-4,CC(CCc1ccccc1)NCC#N (stereo not drawn)
-6,-5,-31,0,-1.6,-6,-3,i,-3,-13,Cc1cc2c(c(=O)o1)C(CC(C)C)C(C#N)=C(N)O2 (stereo not drawn)
4,-7,-6,-3,0.0,-13,-4,i,-2,-11,Nc1c(N(CCO)C(=O)C2CCCCC2)c(=O)[nH]c(=O)n1Cc1ccccc1
-3,/,-7,11,-1.6,-7,-5,i,3,2,Cc1cc(C)cc(-n2c(O)c(C=NC3CCS(=O)(=O)C3)c3ccccc3c2=O)c1 (stereo not drawn)
-3,-2,0,5,-0.3,3,-3,i,-3,-6,CCOC(=O)C1CCN(c2c(N3CCCC(C(=O)OCC)C3)c(=O)c2=O)CC1 (stereo not drawn)
4,-1,22,-6,-0.2,-23,-5,i,2,-5,CCC1(C)Cc2c(sc3[nH]c(=O)[nH]c(=O)c23)CS1 (stereo not drawn)
3,-10,-4,-9,0.4,3,-1,i,-3,-8,COc1cc(/C=N/OCC(=O)NC2CCCCC2C)ccc1OCc1ccc(Cl)cc1 (stereo not drawn)
3,3,-3,-3,5.5,3,-9,i,12,-7,c1ccc(N2CCN(c3nc(-c4ccccn4)nc4ccccc34)CC2)cc1
-5,-1,9,-2,-0.5,-10,0,i,-4,-4,CS(=O)(=O)N(CC(=O)Nc1ccc2c(c1)OCCO2)Cc1ccccc1
0,4,5,-4,-0.1,-9,-8,i,-1,-10,O=C1c2ccccc2C(=O)N1Cc1nc2ccccc2c(=O)n1CCCN1CCOCC1
-2,7,0,-5,0.5,6,3,i,3,-5,CC[C@H](C)[C@H](NC(=O)OCc1ccccc1)C(=O)OCC(=O)N1CCN(c2ccc(OC)cc2)CC1
-1,0,15,-2,0.4,3,51*,i,1,-3,CNC(CC(C)C)C(=O)NC1C(=O)NC(CC(N)=O)C(=O)NC2C(=O)NC3C(=O)NC(C(=O)NC(C(=O)O)c4cc(O)cc(O)c4-c4cc3ccc4O)C(O)c3ccc(c(Cl)c3)Oc3cc2cc(c3OC2OC(CO)C(O)C(O)C2OC2CC(C)(N)C(O)C(C)O2)Oc2ccc(cc2Cl)C1O (stereo not drawn)
-6,3,3,2,0.7,4,0,i,-1,2,CCCCN(Cc1cc2ccccc2[nH]c1=O)C(=O)c1ccccn1
3,-5,-11,-1,-1.0,8,-26,i,-1,-6,O=C(NCCOC(=O)c1ccccc1)c1ccc([N+](=O)[O-])cc1
0,7,-2,1,-1.2,-3,-2,i,-2,1,COc1ccc(CNC(=O)CCS(=O)(=O)c2ccc3c(c2)CCN3C(C)=O)cc1
0,-5,-13,-2,-0.5,3,1,i,3,1,CCCc1cc(=O)[nH]c(SCC(=O)N2CCCC2=O)n1
-1,1,9,0,0.2,-8,-1,i,4,2,CC(=N)C1=C(O)CC(c2ccccc2)CC1=O (stereo not drawn)
0,1,0,-4,0.7,1,1,i,-7,-12,CCN(CC(=O)Nc1ccccc1OC)C(=O)COc1ccc2ccccc2c1
8,-6,10,2,0.8,8,4,i,-2,-9,OCC(O)C1OC(Nc2ccc(Br)cc2)C(O)C1O (stereo not drawn)
-3,3,-5,-4,-4.4,1,-2,i,1,0,CCCc1nnc(NC(=O)CSc2ncn[nH]2)s1
-5,1,-2,0,0.6,7,1,i,-7,-8,Cc1cc(C)cc(OCC(=O)OCC(=O)c2c(N)n(C)c(=O)n(C)c2=O)c1
3,4,-12,0,-1.1,14,2,i,3,3,CC(C)(C)NC(=O)C1CC(=O)OC12CCCCC2 (stereo not drawn)
0,-4,22,-4,1.4,11,1,i,5,-5,CC(=O)NC(CC(=O)Nc1nc(-c2ccc(N(C)S(C)(=O)=O)cc2)cs1)c1ccccc1 (stereo not drawn)
-1,1,2,0,0.5,6,1,i,-29,-8,Cc1ccc(S(=O)(=O)N2CCOC2CNC(=O)C(=O)NCCCc2ccccc2)cc1 (stereo not drawn)
1,-2,10,-4,2.4,5,-24,i,10,7,N=c1c(C(=O)NCC2CCCO2)cc2c(=O)n3ccccc3nc2n1Cc1ccc(Cl)cc1 (stereo not drawn)
-1,-6,10,2,-1.4,-8,-11,i,-7,-11,COCCNC(=O)/C(C#N)=C/c1ccc(OC(=O)c2cccs2)c(OC)c1
2,0,5,3,-0.5,15,0,i,-3,-3,O=C(OCCCc1cc2ccccc2c(=O)o1)c1ccc2c(c1)OCO2
2,2,3,-1,-0.6,-1,10,i,-1,-5,Nc1cc(=O)[nH]c(SCC(=O)Nc2nnc(-c3ccccc3)s2)n1
6,-8,10,-3,-0.6,-15,0,i,14,/,CCc1nc2c(OCCn3cccc3)cccn2c1N(C=O)Cc1ccc(OC)cc1
-1,2,11,8,0.1,1,3,i,5,-4,Cc1c(OCC(=O)Nc2cccnc2)ccc2c3c(c(=O)oc12)CCC3
13,-6,38*,72*,36,-4,-14,i,3,-8,O=[N+]([O-])c1ccc(NN=Cc2cccc([N+](=O)[O-])c2)cc1
-3,1,17,5,-0.3,5,3,i,9,-6,Cc1ncoc1C(=O)Nc1ccccc1C(N)=O
17,0,-2,1,-2.5,-2,1,i,3,-8,COc1ccc(C(=O)NC(C)c2nnc(SCC(=O)Nc3nc(C)cs3)n2C)cc1 (stereo not drawn)
-2,-1,2,0,-0.7,8,-12,i,-4,-17,O=C(N/N=C/c1cccs1)c1ccc2ncccc2c1
1,-2,-21,-2,0.0,1,-12,i,-5,3,COc1ccc(C(=O)c2cc3c(cc2[N+](=O)[O-])OCCO3)cc1
3,-6,2,3,0.9,10,4,i,2,3,O=C(CC(CC(=O)c1ccccc1)c1ccccn1)c1ccccc1
12,-3,11,3,-1.6,2,2,i,2,-10,CCC(c1nnc(SCC(=O)Nc2cc(C)on2)o1)N(C)C (stereo not drawn)
-4,-3,-8,-14,3.0,2,2,i,-2,-8,CC1=CC(C)(C)N2C(=O)C3(C(C#N)=C(N)Oc4cc(O)ccc43)c3c(C)c(C)cc1c32 (stereo not drawn)
0,2,8,2,-0.1,16,-6,i,-2,4,Cc1ccc(CNS(=O)(=O)c2ccc(-n3cnnn3)c(C)c2)cc1
-1,2,-5,1,-2.0,2,-2,i,-6,-6,c1ccc2sc(NC3=NCN(CCN4CCOCC4)CN3)nc2c1
-1,2,-4,0,-0.4,-2,-4,i,-2,-1,CC(=O)Nc1ccc(S(=O)(=O)Nc2ccccc2N2CCOCC2)cc1

Reprinted from the results shown, four compounds:
STEP inh,MT1-MMP act inh,SKN-1 block,DNMT1 inh,LMPTP block,CendR NRP1 mod,SUMO1-SIM PPI,Rpn11 block,NadD inh,Scp1 inh,Compound
12,-3,11,3,-1.6,2,2,i,2,-10,CCC(c1nnc(SCC(=O)Nc2cc(C)on2)o1)N(C)C (stereo not drawn)
-4,-3,-8,-14,3.0,2,2,i,-2,-8,CC1=CC(C)(C)N2C(=O)C3(C(C#N)=C(N)Oc4cc(O)ccc43)c3c(C)c(C)cc1c32 (stereo not drawn)
0,2,8,2,-0.1,16,-6,i,-2,4,Cc1ccc(CNS(=O)(=O)c2ccc(-n3cnnn3)c(C)c2)cc1
-1,2,-5,1,-2.0,2,-2,i,-6,-6,c1ccc2sc(NC3=NCN(CCN4CCOCC4)CN3)nc2c1
